ANO1 block: mouse TMEM16A channel inhibition, primary screen; hit rate 1.2% among 310,000; Q8BHY3; normalized B-score (activity score, 25-100; higher = stronger inhibition) at 10 µM; HEK293 TMEM16A/YFP iodide influx fluorescence, ionomycin;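 active = ratio plate-corrected score three or more library SD toward inhibition, starting fluorescence score within five deviations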;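 note: score derived from kinetic fluorescence span divided by baseline fluorescence per well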
TRPC4 inh: inhibitors of mouse TRPC4 channel; Q9QUQ5; HEK293 TRPC4beta/mu-opioid, DAMGO-evoked Fluo4 calcium flux; stronger effect = lower value; B-score at 10 µM; hit rate 0.39% among 300,000; AID 2247;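 active = B-score over 3 SD under the library average, no early fluorescence shift, positive overall ratio signal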
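Assay system: Stable TRPC4beta/mu-opioid receptor HEK293 cells | Reagent: DAMGO in two steps, submaximal then maximal | Compound dosing: Single concentration per test compound | Signal: Fluo4 Ca2+ flux fluorescence | Evaluation: Per-well B score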
MrgX1 antag: antagonists of human MrgX1 receptor | MRGX1-HEK293 calcium flux, Fluo-4, BAM8-22 antagonism; stronger effect = lower value | B-score at 10 µM | hit rate 1.3% among 310,000;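 active = calcium-response B-score plate-corrected more than 3 library SD below zero, starting fluorescence within 5 deviations, no agonist response on first addition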;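 note: peak minus trough fluorescence over baseline after final BAM8-22 challenge near maximal dose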
TRPC6 act: mouse TRPC6 channel activation. Q61143. B-score at 10 µM. HEK293-TRPC6 membrane potential dye fluorescence; stronger effect = higher value. hit rate 0.13% among 310,000. AID 2550;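 active = B-score of the integrated fluorescence ratio above library mean plus 3 SD, and starting fluorescence ratio within library mean plus 5 SD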;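 note: higher score means more depolarization so channel activation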
Target sequence (Q61143 whole entry, looked up): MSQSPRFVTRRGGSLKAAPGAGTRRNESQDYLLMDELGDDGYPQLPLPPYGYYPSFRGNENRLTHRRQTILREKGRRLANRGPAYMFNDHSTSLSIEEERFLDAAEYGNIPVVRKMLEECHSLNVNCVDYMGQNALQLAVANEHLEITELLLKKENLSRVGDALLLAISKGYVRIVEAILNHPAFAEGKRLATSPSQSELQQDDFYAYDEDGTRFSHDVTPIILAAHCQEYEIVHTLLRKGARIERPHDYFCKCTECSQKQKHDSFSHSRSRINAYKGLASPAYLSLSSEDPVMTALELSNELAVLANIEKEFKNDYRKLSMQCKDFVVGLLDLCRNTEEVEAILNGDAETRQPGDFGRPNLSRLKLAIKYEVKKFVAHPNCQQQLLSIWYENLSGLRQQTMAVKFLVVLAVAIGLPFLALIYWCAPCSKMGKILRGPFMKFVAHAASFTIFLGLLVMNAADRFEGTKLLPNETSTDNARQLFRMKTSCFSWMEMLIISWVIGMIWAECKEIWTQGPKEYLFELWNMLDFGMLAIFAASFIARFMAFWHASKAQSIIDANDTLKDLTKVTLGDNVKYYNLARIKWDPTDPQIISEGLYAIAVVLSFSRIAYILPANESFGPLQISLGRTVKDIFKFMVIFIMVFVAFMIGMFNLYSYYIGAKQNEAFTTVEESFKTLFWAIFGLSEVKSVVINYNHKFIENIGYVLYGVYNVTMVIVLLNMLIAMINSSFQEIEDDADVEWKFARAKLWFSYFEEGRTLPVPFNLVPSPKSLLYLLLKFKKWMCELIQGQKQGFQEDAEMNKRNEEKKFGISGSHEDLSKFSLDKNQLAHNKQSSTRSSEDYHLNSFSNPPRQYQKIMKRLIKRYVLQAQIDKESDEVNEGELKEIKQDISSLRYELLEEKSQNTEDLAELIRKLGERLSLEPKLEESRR
RGS4 block: human RGS4 inhibition | P49798 | HEK293 M3R/RGS4 inducible, Fluo-4 calcium flux; stronger effect = higher value; triggered by carbachol at its EC20 | B-score at 10 µM | hit rate 0.45% among 310,000 | AID 463165;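 active = B-score, a plate-corrected calcium signal, over three deviations above library mean, with baseline fluorescence within five deviations of library mean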;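 note: RGS4 expression induced by doxycycline in cells with stable M3 receptor; B-score is computed from the integrated fluorescence ratio over baseline after carbachol; higher B-score means a larger calcium signal and so more RGS4 inhibition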
MrgX1 allo act: allosterically activates human MrgX1 receptor signaling. MrgX1-HEK293, Fluo-4 calcium flux, FDSS; stronger effect = higher value. B-score at 10 µM. hit rate 0.63% among 310,000. AID 588675;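 active = plate-corrected calcium response at least 3 library SD above typical, normal starting fluorescence, not activating the receptor alone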;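 note: compound read alongside a low EC10 to EC30 dose of BAM8-22 agonist; peak minus trough fluorescence over baseline measured at the second addition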
TRPC4 act: TRPC4 (mouse) channel activation; HEK293 TRPC4beta/mu-opioid, Fluo4 calcium fluorescence; stronger effect = higher value; B-score at 10 µM; AID 2237; hit rate 0.49% among 310,000; Q9QUQ5;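 active = B-score above 5 SD of library B-scores, and initial fluorescence ratio not above library mean plus 5 SD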;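 note: positive B-score marks a calcium rise read as TRPC4 activation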
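Assay system: HEK293 stable line with TRPC4beta plus mu-opioid receptor. Times: dye 45 min RT, read 110 s. Measured by: kinetic Fluo4 calcium fluorescence. Measure: B score of integrated ratio. Controls: assay buffer as low control, maximal DAMGO as high control.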
TRPC4 PAM: allosteric potentiators of mouse TRPC4 channel | AID 2227 | HEK293 TRPC4beta/mu-opioid, DAMGO EC20, Fluo-4 Ca2+ flux; stronger effect = higher value | hit rate 0.42% among 310,000 | B-score at 10 µM | Q9QUQ5;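 active = B-score of calcium response area above 5 SD of library B-scores, with initial fluorescence ratio within 5 SD of library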;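 note: B-score of integrated fluorescence ratio over time as area under calcium response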
TMEM16A act: mouse TMEM16A channel activation, primary screen. Q8BHY3. HEK293 TMEM16A/YFP-H148Q/I152L, iodide quench fluorescence; stronger effect = lower value. B-score at 10 µM. hit rate 0.3% among 340,000. AID 623877;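 active = fluorescence-ratio B-score plate-corrected deviation score at least 3 library SD below zero, with starting fluorescence score within 5 deviations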;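 note: channel opened by trigger with iodide after compound preincubation; score built on the fluorescence ratio of max minus min over baseline; more negative score means more quench and so TMEM16A activation or potentiation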
MrgX1 agonist: human MrgX1 receptor agonism, primary screen. Q96LB2. MrgX1-HEK293 cells, Fluo-4 calcium fluorescence, agonist mode; stronger effect = higher value. B-score at 10 µM. hit rate 0.44% among 310,000. AID 588627;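 active = calcium response B-score plate-corrected fluorescence ratio at least 3 library SD, with starting fluorescence B-score inside 5 SD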
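Test system: Stable human MrgX1 HEK293 cell line | Schedule: Overnight plating before 1 h dye loading | Read-out basis: Baseline-normalised fluorescence change ratio, B-scored | Detection: Kinetic calcium dye fluorescence, Fluo-4 NW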
TRPC6 inhibitor: inhibitors of mouse TRPC6 channel. Q61143. HEK293-TRPC6, membrane potential dye, ACh-evoked depolarization; stronger effect = lower value. B-score at 10 µM. hit rate 1.1% among 310,000;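 active = B-score under library mean minus 3 SD, initial fluorescence not abnormally high, positive integrated signal ratio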;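 note: B-score derived from integrated fluorescence ratio over the kinetic read; more negative B-score means stronger inhibition of depolarization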
An asterisk follows results filed as active; i = inactive; nt = not tested or not shown.

SMILES | ANO1 block | TRPC4 inh | MrgX1 antag | TRPC6 act | RGS4 block | MrgX1 allo act | TRPC4 act | TRPC4 PAM | TMEM16A act | MrgX1 agonist | TRPC6 inhibitor
COCCN1C=C2C(=O)C(C)(OC(=O)c3cccs3)C(=O)C=C2C=C1CCCC(=O)OC (configuration not stated) | i | i | i | i | i | i | i | i | i | i | i
O=C(Nc1ccc2c(c1)CCCN2C(=O)c1ccccc1)c1ccccc1 | i | i | i | i | i | i | i | i | i | i | i
CCOC(=O)C1(Cc2cccc(F)c2)CCN(C(=O)COC)CC1 | i | i | i | i | i | i | i | i | i | i | i
COC(=O)c1cccc(-n2nnnc2SCC(=O)Nc2nc3c(s2)CCCC3)c1 | i | i | i | i | i | i | i | i | nt | i | i
COc1ccc(C#Cc2ccc3c(=O)c4ccccc4n(C)c3c2)cc1 | i | i | i | i | i | i | i | i | i | i | i
NNC(=O)c1cc(-c2ccccc2)sc1N | i | i | i | i | i | i | i | i | i | i | i
CC(=O)c1ccc(NC(=O)CSc2ccc3nnc(-c4ccccn4)n3n2)cc1 | i | i | i | i | i | i | i | i | i | i | i
c1ccc(-c2cn3c4c(sc3n2)CCCC4)cc1 | i | i | i | i | i | i | i | i | i | i | i
CCOC(=O)C1C(=O)C=C(C)C(C(=O)OCC)C1c1ccc(OC)cc1 (configuration not stated) | i | i | i | i | i | i | i | i | i | i | i
Cc1ccc(CNC(=O)C23CN(Cc4ccccc4)CC2C(c2ccc([N+](=O)[O-])cc2)=NO3)o1 (configuration not stated) | i | i | i | i | i | i | i | i | i | i | i
O=C(c1ccc2c(c1)OCO2)C1CCCN(C(=O)c2cnn(Cc3ccccc3)c2)C1 (configuration not stated) | i | i | i | i | i | i | i | i | i | i | i
CCc1ccc(NC(=O)N[C@H](C(=O)O)C(C)CC)cc1 (some centres not stated) | i | i | i | i | i | i | i | i | i | i | i
CC1CC1C(=O)Nc1ccc(-c2ccccc2)cc1 (configuration not stated) | i | i | i | i | i | i | i | i | i | i | i
COc1ccc(O)c(CN2CCN(C/C=C/c3ccccc3)CC2)c1 | i | i | i | i | i | i | i | i | i | i | i
O=C(Nc1ccc2c(c1)CCC2)c1ccc(Br)s1 | i | i | i | i | i | i | i | i | i | i | i
CCN(CC(=O)NC1CCS(=O)(=O)C1)c1nc(-c2cccnc2)nc2ccccc12 (configuration not stated) | i | i | i | i | i | i | i | i | i | i | i
O=C(Cn1nc(-c2ccc(Cl)cc2)ccc1=O)N1CCN(c2ccccc2)CC1 | i | i | i | i | i | i | i | i | i | i | i
CCCSc1nnc(NC(=O)Nc2ccccc2OC)s1 | i | i | i | i | i | i | i | i | i | i | i
Cc1cc(N2CCCC2)nc2ccc(NC(=S)NCCCN3CCC(C)CC3)cc12 | i | i | i | i | i | i | i | i | i | i | -7.2*
COC(=O)CSc1cc(C)nc(SC)n1 | i | i | i | i | i | i | i | i | i | i | i
N#CCC1c2ccccc2CCN1C(=O)Nc1cccc(Cl)c1 (configuration not stated) | i | i | i | i | i | i | i | i | i | i | i
C[C@@]12C(=O)Nc3ccccc3C(=O)N1[C@H]1c3cc(Br)ccc3OC[C@@H]1[C@@H]2c1ccccc1 | i | nt | i | nt | nt | i | nt | nt | i | i | nt
CS(=O)(=O)Cc1cc(Sc2ccccc2)nc(-c2ccncc2)n1 | i | i | i | i | i | i | i | i | i | i | i
Cn1nc(C(F)(F)F)c(/C=N/OC(=O)c2ccc(Cl)cc2)c1Cl | i | i | i | i | i | i | i | i | i | i | i
OCCCn1c(-c2ccccc2)csc1=Nc1ccccc1 | 100* | i | i | i | i | i | i | i | i | i | -5.8*
O=[N+]([O-])c1cccc(-c2ccc(C(=S)N3CCN(c4ccc(F)cc4)CC3)o2)c1 | i | i | i | i | i | i | i | i | i | i | i
COc1ccc(CNC(=O)CN(c2cccc([N+](=O)[O-])c2)S(C)(=O)=O)cc1 | i | i | i | i | i | i | i | i | i | i | i
O=C(NCc1ccco1)c1ccc(Cn2c(=O)c3ccccc3n(Cc3ccc(Cl)cc3)c2=O)cc1 | i | i | i | i | i | i | i | i | i | i | i
CN(CC(=O)Nc1ccc(F)c(F)c1F)C(=O)c1ccc2c(c1)OCCO2 | i | i | i | i | i | i | i | i | i | i | i
COc1ccccc1N1CCN(CCCOc2ccc(F)cc2)CC1 | i | i | i | i | i | i | i | i | i | i | i
C/C(=N\OC(=O)c1ccc(C)cc1)c1sc(C)nc1C | i | i | i | i | i | i | i | i | i | i | i
CC(C)[C@H](NC(=O)c1ccc(F)cc1)C(=O)NC1=NCCS1 | i | i | i | i | i | i | i | i | i | i | i
O=C(CSc1nc2ccccc2s1)NCc1cc([N+](=O)[O-])ccc1O | i | i | i | i | i | i | i | i | i | i | i
CCC(C(=O)Nc1ccc2c(c1)OCCO2)n1nnc2ccccc2c1=O (configuration not stated) | i | i | i | i | i | i | i | i | i | i | i
COc1ccc(OC)c(NC(=O)CCc2c[nH]c3ccccc23)c1 | i | i | i | i | i | i | i | i | i | i | i
COc1ccc2cc(C(=O)NCc3ccco3)c(=O)oc2c1 | i | i | i | i | i | i | i | i | i | i | i
Cc1cc(SCC(=O)N/N=C/c2ccc(C(=O)O)cc2)nc2ccccc12 | i | i | i | i | i | i | i | i | i | i | i
NC(=O)c1ccc(NC(=O)C#Cc2ccccc2)cc1 | i | i | i | i | i | i | i | i | i | i | i
Cc1ccc(N2CCN(/N=C/C(Cl)=C/c3ccccc3)CC2)cc1 | i | i | i | i | i | i | i | i | i | i | i
COc1ccc2c(c1)C(=O)Cc1ccccc1O2 | i | i | i | i | i | i | i | i | i | i | i
CCO[C@H]1OC(C(=O)NCc2ccccc2)=C[C@@H](C2CC2)[C@@H]1CCCO | i | i | i | i | i | i | i | i | i | i | i
COC(=O)CCNC(=O)Cc1c(C)n(C(=O)c2ccc(Cl)cc2)c2ccc(OC)cc12 | i | i | i | i | i | i | i | i | i | i | i
Cc1cc(NC(=O)Nc2cccc(Cl)c2)n(C(C)(C)C)n1 | i | i | i | i | i | i | i | i | i | i | i
CCOc1ccccc1NC(=O)c1ccc2c(c1)C(=O)N(C(C)(C)C)C2=O | i | i | i | i | i | i | i | i | i | i | i
C=C(C)c1cccc(C(C)(C)NC(=O)N2CCC(C(N)=O)CC2)c1 | i | i | i | i | i | i | i | i | i | i | i
COc1cccc(C(=O)/C=C/Nc2ccc(S(=O)(=O)Nc3onc(C)c3C)cc2)c1 | i | i | i | i | i | i | i | i | i | i | i
COc1ccccc1NC(=O)c1cc(OC)c(OC)cc1[N+](=O)[O-] | i | i | i | i | i | i | i | i | i | i | i
O=C(COC(=O)c1ccccc1NC(=O)c1ccco1)Nc1ncc(Cl)cc1Cl | i | i | i | i | i | i | i | i | i | i | i
COC(=O)c1ccc2nc(Nc3nc4ccc(F)cc4s3)sc2c1 | i | i | i | i | i | i | i | i | i | i | i
Cc1cc2c(cc1S(=O)(=O)CCC(=O)NCc1ccccc1)OCC(=O)N2 | i | i | i | i | i | i | i | i | i | i | i
CCCOC(=O)C1=C(C)NC2=C(C(=O)C(C(=O)OC)C(C)C2)C1c1ccc(N(C)C)cc1 (configuration not stated) | i | i | i | i | i | i | i | i | i | i | i
O=S(=O)(NN=C1CCCCC1)c1ccccc1 | i | i | i | i | i | i | i | i | i | i | i
CCCSc1nnc(N2C(=O)CC(c3ccsc3)C3=C2CCCC3=O)s1 (configuration not stated) | i | i | i | i | i | 8.8* | i | i | i | i | i
COc1cccc(N2CCN(CC(=O)Nc3nc(C)c(C(=O)N(C)C)s3)CC2)c1 | i | i | i | i | i | i | i | i | i | i | i
O=S(=O)(NCc1cccs1)c1ccc(Br)s1 | i | i | i | i | i | i | i | i | nt | i | i
COC(=O)CCCC(=O)NC1CC(C)(C)Cc2c1cnn2-c1ccc(C)cc1 (configuration not stated) | i | i | i | i | i | i | i | i | i | i | i
Cc1nc(-c2cccnc2)sc1C(=O)Nc1ccc(C(F)(F)F)cc1 | i | i | i | i | i | i | i | i | i | i | i
O=C(Nc1ccc(-c2nnc3n2CCCCC3)cc1)c1ccco1 | i | i | i | i | i | i | i | i | i | i | i
Cc1cc(=S)n(-c2ccccc2)n1C | i | i | i | i | i | i | i | i | i | i | i
CC(=O)/C(=C/N(C)C)Sc1ccc(C)cc1 | i | i | i | i | i | i | i | i | i | i | i
More results follow:
SMILES | ANO1 block | TRPC4 inh | MrgX1 antag | TRPC6 act | RGS4 block | MrgX1 allo act | TRPC4 act | TRPC4 PAM | TMEM16A act | MrgX1 agonist | TRPC6 inhibitor
COc1ccc(C(=O)C2CCCN(Cc3cccn3-c3ccccn3)C2)c(OC)c1 (configuration not stated) | i | i | i | i | i | i | i | i | i | i | i
O=C(O)CCc1ccc(-c2ccc(F)cc2)n1CC(=O)O | i | i | i | i | i | i | i | i | i | i | i
CCn1c(SCC(=O)Nc2ccc(C)cc2)nnc1-c1ccccn1 | i | i | i | i | i | i | i | i | i | i | i
O=C(Nc1nc(-c2ccccc2)cs1)c1ccc2c(c1)S(=O)(=O)c1ccccc1C2=O | i | i | i | i | i | i | i | i | i | i | i
O=C(NCc1nc2ccccc2[nH]1)c1cccc(S(=O)(=O)N2CCCC2)c1 | i | i | i | i | i | i | i | i | i | i | i
Cc1cccc(NS(=O)(=O)Cc2ccccc2)n1 | i | i | i | i | i | i | i | i | i | i | i
Cc1ccc2c(c1)N=C(c1ccc(F)cc1)CO2 | i | i | i | i | i | i | i | i | i | i | i
O=C(CCNS(=O)(=O)c1ccc(Cl)cc1)N1CCN(Cc2ccccc2)CC1 | i | i | i | i | i | i | i | i | i | i | i
COc1ccccc1N1CCN(Cc2ccc(O)c3ncccc23)CC1 | i | i | i | i | i | i | i | i | i | i | -7.6*
O=C(NCCCn1ccnc1)c1cc2c(ccc3ccccc32)o1 | i | i | i | i | i | i | i | i | nt | i | i
N#Cc1cc2[nH]c3ccccc3c2[n+](-c2ccc([N+](=O)[O-])cc2)c1N | i | i | i | i | i | i | i | i | i | i | -9.9*
